IDE cell activ: activators of human insulin-degrading enzyme in cells; 340,000 tested, 0.073% active; activation, % at 5.96 µM; AID 493087; HEK cells, FAbeta-B cleavage, fluorescence polarization; 0% vehicle, 100% cell-free pure enzyme wells; P14735;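 active = activation above the mean of all tested compounds plus 3 SD, set per screening campaign, cut at about 17% in these data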
Target sequence (P14735 whole entry, looked up): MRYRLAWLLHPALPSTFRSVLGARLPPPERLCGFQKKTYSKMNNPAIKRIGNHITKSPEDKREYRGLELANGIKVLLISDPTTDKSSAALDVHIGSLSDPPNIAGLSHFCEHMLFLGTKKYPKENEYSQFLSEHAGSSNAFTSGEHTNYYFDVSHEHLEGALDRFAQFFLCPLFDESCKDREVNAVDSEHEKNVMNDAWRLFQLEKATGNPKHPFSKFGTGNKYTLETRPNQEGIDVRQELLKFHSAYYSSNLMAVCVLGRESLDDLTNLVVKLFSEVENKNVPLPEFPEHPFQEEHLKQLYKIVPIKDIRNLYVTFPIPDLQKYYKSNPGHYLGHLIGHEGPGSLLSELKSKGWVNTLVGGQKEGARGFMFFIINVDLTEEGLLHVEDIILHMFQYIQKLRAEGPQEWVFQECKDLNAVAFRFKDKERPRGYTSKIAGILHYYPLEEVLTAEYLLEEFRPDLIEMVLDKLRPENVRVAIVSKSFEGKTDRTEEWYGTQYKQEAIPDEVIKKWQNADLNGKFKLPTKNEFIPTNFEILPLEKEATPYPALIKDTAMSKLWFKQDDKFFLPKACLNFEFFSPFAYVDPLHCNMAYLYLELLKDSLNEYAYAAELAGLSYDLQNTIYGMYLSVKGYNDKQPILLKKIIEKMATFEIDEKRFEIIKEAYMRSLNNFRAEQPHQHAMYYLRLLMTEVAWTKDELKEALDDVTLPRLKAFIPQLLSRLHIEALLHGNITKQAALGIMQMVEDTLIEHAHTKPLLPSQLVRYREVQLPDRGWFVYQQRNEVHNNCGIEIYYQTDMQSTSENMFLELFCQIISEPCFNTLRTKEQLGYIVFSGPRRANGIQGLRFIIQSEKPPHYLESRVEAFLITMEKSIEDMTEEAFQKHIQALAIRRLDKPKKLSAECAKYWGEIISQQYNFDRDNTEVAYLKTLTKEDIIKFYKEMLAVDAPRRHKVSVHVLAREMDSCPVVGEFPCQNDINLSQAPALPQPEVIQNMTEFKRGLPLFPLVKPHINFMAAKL
IDE inh: inhibitors of human insulin-degrading enzyme in cells; P14735; HEK cells, FAbetaB cleavage, fluorescence polarization; inhibition, % at 5.59 µM; 320,000 tested, 0.41% active;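 active = percent inhibition above the average of all tested compounds plus 3 SD, set per screening campaign, cut at about 16% in these data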;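 note: IDE supplied by intact live HEK cells; FP after avidin binding of uncleaved biotin substrate so inhibition keeps polarization high; 0% = DMSO wells and 100% = 60 µM reference IDE inhibitor Ii1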
* = called active by the depositor; & = joins results of further samples. These rows are one share of the data; the hit share may differ from the screen's.

SMILES | IDE cell activ | IDE inh
OCC[C@H]1C[C@@H](O)[C@H](O)[C@]2(Cc3ccccc3CO2)O1 | 0 | -4
CCOC(=O)c1c(C)[nH]c(C)c1C(=O)COC(=O)c1ccc(S(=O)(=O)C(F)F)cc1 | 1 | 2
C#CCOCCOCCOCCNc1nc(N2CCOCC2)nc(N2CCN(C(=O)CCCCCCCCCCNC(=O)[C@H](CO)n3cc(CCCCCN)nn3)CC2)n1 | 5 | -4
COc1ccccc1CCC(=O)OCC(=O)NC1CCCC1 | 6 | -3
CC1CCC2(CC1)NC(=O)N(CC(=O)N1CCN(C(=O)c3ccco3)CC1)C2=O (stereo unspecified) | 1 | 0
O=C(Nc1ccc(F)c(F)c1)c1ccccc1 | 5 | -1
COc1ccc(CCNC(=S)N2CCN(S(=O)(=O)c3ccc(F)cc3)CC2)cc1 | 2 | 2
COc1nc(-c2ccc3c(c2)OCO3)n(-c2ccc(NC(=O)CSc3ccccc3)cc2)n1 | 4 | 1
Cc1ccsc1C(=O)OCC(=O)Nc1cccc(F)c1 | 3 | -2
COc1ccc(-c2csc(NC(=O)CCCc3nc4ccccc4c(=O)[nH]3)n2)cc1OC | 0 | 4
CCCCn1c(N)c(N(CC(C)C)C(=O)c2cc(-c3ccncc3)nc3ccccc23)c(=O)[nH]c1=O | 5 | 3
CCCCn1nc(C(=O)NCC2COc3ccccc3O2)c2ccccc2c1=O (stereo unspecified) | 2 | -1
CC(=O)Nc1cccc(C(=O)NNC(=O)c2n[nH]c(=O)c3ccccc23)c1 | 3 | 2
Cc1cc(=O)oc2cc(NC(=O)C(C)N3C(=O)C4CCCCC4C3=O)ccc12 (stereo unspecified) | -1 | 1
CC(=O)N1CCN(S(=O)(=O)c2cccc(C(=O)NNC(=O)COc3ccc(F)cc3)c2)CC1 | 5 | 1
COc1cccc(NC(=O)c2cccc(S(=O)(=O)N3CCN(Cc4ccccc4)CC3)c2)c1 | 6 | -8
Cn1ccc(NC(=O)c2ccc(Cl)cc2)n1 | 1 | 1
OC[C@H]1O[C@H](OC[C@H]2O[C@H](OC[C@H]3O[C@H](O[C@]4(CO)O[C@H](CO)[C@@H](O)[C@@H]4O)[C@H](O)[C@@H](O)[C@@H]3O)[C@H](O)[C@@H](O)[C@H]2O)[C@H](O)[C@@H](O)[C@H]1O | 1 | 3
Cc1cc(NC(=O)C2CCN(C(=O)c3ccco3)CC2)ccc1Br | 8 | 7
COCCN(C(=O)COC(=O)c1cc(C)n(-c2ccccc2)c1C)c1c(N)n(Cc2ccccc2)c(=O)[nH]c1=O | 7 | -7
COc1ccccc1N(CC(=O)Nc1ccccc1)S(=O)(=O)c1cccs1 | 4 | -3
CCC(=O)c1ccc(OCC(=O)Nc2nc(C)cs2)cc1 | 1 | 0
Fc1ccc2cnc(-c3ccccc3)cc2c1 | 1 | 4
O=C(Nc1ccc(C(=O)N2CCC(O)(c3ccc(Cl)c(C(F)(F)F)c3)CC2)cc1)c1ccc(Br)o1 | 1 | 0
CCOc1cc(N2CCOCC2)c(OCC)cc1NC(=O)CSc1ccccc1C(=O)O | 4 | -3

Some of the entries so far, with values ahead of the structure:
IDE cell activ	IDE inh	SMILES
5	-1	O=C(Nc1ccc(F)c(F)c1)c1ccccc1
8	7	Cc1cc(NC(=O)C2CCN(C(=O)c3ccco3)CC2)ccc1Br
1	1	Cn1ccc(NC(=O)c2ccc(Cl)cc2)n1

Carrying on:
SMILES | IDE cell activ | IDE inh
O=C(c1cccc(S(=O)(=O)N2CCCC2)c1)N1CCCC(C(F)(F)F)C1 (stereo unspecified) | 4 | -4
CCCOc1ccc(C(=O)CCC(=O)OC(C)C(=O)Nc2ccc(NC(C)=O)cc2)cc1 (stereo unspecified) | -5 | 4
O=C(C1CC(=O)N(c2ccccc2F)C1)N1CCOCC1 (stereo unspecified) | 2 | -3
COc1ccc(C(=NN)c2ccc(OC)cc2)cc1 | 6 | 4
CCCCn1c(N)c(N(C(=O)CSc2nnnn2-c2ccccc2)C2CCCC2)c(=O)[nH]c1=O | 0 | 2
Cc1ccc(OCC(=O)NNC(=O)c2ccc(-n3cncn3)c([N+](=O)[O-])c2)cc1 | 6 | 5
COc1ccccc1NS(=O)(=O)c1ccc(N2CCOCC2)c(N)c1 | 4 | 9
Nn1c(SCC(=O)Nc2c(Cl)cccc2Cl)nncc1=O | -4 | 5
CCOC(=O)C1CCCN(C(=O)CCc2nc3sc4c(c3c(=O)[nH]2)CCCC4)C1 (stereo unspecified) | -1 | 0
COc1ccc(CCN2CC(C(=O)OCC(=O)N(C)Cc3ccccc3)CC2=O)cc1OC (stereo unspecified) | 2 | 1
COc1ccc(C2C=C(C)Nc3ncnn32)cc1 (stereo unspecified) | -1 | 1
CC1CN(C(=O)c2ccc(-c3ccccc3Cl)o2)CC(C)O1 (stereo unspecified) | 2 | 14
Cc1ccc(-n2c(C)nnc2SCC(=O)N(C)c2c(N)n(Cc3ccccc3)c(=O)[nH]c2=O)cc1 | 6 | -4
O=C(COC(=O)CN1C(=O)c2ccccc2C1=O)Nc1ccccc1[N+](=O)[O-] | 2 | -2
Cc1ccccc1NC(=O)COc1coc(CN2CCCc3ccccc32)cc1=O | 2 | 4
Cc1cc(S(=O)(=O)Nc2ccc(C(=O)NCc3ccncc3)cc2)ccc1F | 5 | 1
CNC(=O)c1ccsc1NC(=O)CS(=O)(=O)c1ccccc1 | 4 | 6
CCN(C(=O)Cn1cnc2c1c(=O)n(C)c(=O)n2C)C1CCS(=O)(=O)C1 (stereo unspecified) | 0 | -2
O=C1CCc2cc(S(=O)(=O)NC3CCCCC3)cc3c2N1CC3 | 2 | 11
Cc1ccc(C2(C)NC(=O)N(CC(=O)Nc3ccccc3N3CCCCC3)C2=O)cc1 (stereo unspecified) | 7 | 5
CN(C(=O)CSc1ncnc2sc3c(c12)CCC3)C1CCS(=O)(=O)C1 (stereo unspecified) | -12 | -4
O=C(CSc1nc2nn(-c3ccccc3)c(=O)c-2c2n1CCCCC2)c1ccc(O)c(O)c1 | 6 | 4
O=C(CNC(=O)c1ccc(Br)o1)Nc1cccc(S(=O)(=O)N2CCOCC2)c1 | -1 | 1
CN(CC(=O)Nc1ccccc1C(F)(F)F)C(=O)Cn1c(=O)oc2ccccc21 | 10 | 0
N#Cc1ccccc1OCC(=O)OCC(=O)NCc1ccc2c(c1)OCO2 | 4 | -3

The results go on:
SMILES | IDE cell activ | IDE inh
Cc1ccc(C(=O)OCC(=O)NCc2ccc3c(c2)OCO3)cc1S(=O)(=O)N1CCOCC1 | 0 | 6
N#CCC(=O)Nc1ccc(C(=O)OCC(=O)c2ccc3c(c2)NC(=O)CO3)cc1 | 1 | 8
CC1CC(C(=O)Nc2ccccc2)C(=O)O1 (stereo unspecified) | 4 | 1
CCc1noc(C)c1C(=O)NCCc1ccc(S(N)(=O)=O)cc1 | -4 | -1
O=C(COC(=O)C1=NN(c2ccccc2)C(=O)CC1)Nc1ccc([N+](=O)[O-])cc1C(F)(F)F | 2 | 1
Cc1ccc(F)c(C2=CC(=O)C[C@H](c3ccc(F)cc3)C2)c1 | 6 | 8
COc1ccccc1C(=O)NC(=O)COC(=O)c1nc(Cl)ccc1Cl | 3 | -4
COc1ccc(C(=O)O)cc1S(=O)(=O)Nc1ccc2cn[nH]c2c1 | 2 | 6
CN(CC(=O)Nc1ccc(F)c(F)c1F)C(=O)CC1CCCCC1 | 5 | -1
Cc1ccc(CNC(=O)c2cccc3c2C(=O)c2ccc(N4CCCCC4)cc2S3(=O)=O)cc1 | -5 | 10
COc1ccc(C)cc1Cn1nnc2ccccc21 | 3 | 7
CCC1CCc2sc(C(=O)N(C)CC(=O)Nc3ccc(N4CCOCC4)cc3)cc2C1 (stereo unspecified) | 7 | -3
Cn1cccc1C(=O)OCC(=O)c1ccc(Br)s1 | 4 | -1
Cc1ccc(CN2CC(C(=O)N3CC(C)CC(C)C3)CC2=O)cc1 (stereo unspecified) | 5 | -4
COc1ccccc1NC(=O)COC(=O)c1ccc2c(c1)OCCO2 | 4 | -2
CCCC(NCC(=O)Nc1cc(S(=O)(=O)N2CCOCC2)ccc1OC)c1ccccc1 (stereo unspecified) | 4 | -5
COc1ccc(C(CNC(=O)c2cc(S(=O)(=O)N3CCCC3)ccc2Cl)N2CCCC2)cc1 (stereo unspecified) | 1 | 1
CCc1noc(C)c1C(=O)OCC(=O)Nc1ccc2c(c1)OCO2 | -1 | -2
CCn1cc(C(=O)OCC(=O)Nc2ccccc2OC(F)F)c(=O)c2ccc(C)nc21 | 4 | 1
O=C(NCCS(=O)(=O)NC1CCCC1)c1ccccc1 | 2 | 2
O=C(CN1C(=O)NC2(CCCc3ccccc32)C1=O)N1CCN(c2cccc(C(F)(F)F)c2)CC1 (stereo unspecified) | 2 | -4
O=C(NOCc1ccccc1)c1ccccc1 | 3&3 | 6
CCOc1ccc(C(=O)NCC(=O)N2CCN(c3ccc(C(F)(F)F)cn3)CC2)cc1 | -2 | 7
CC1CCCC(NC(=O)Cn2cc(C(F)(F)F)cc(Cl)c2=O)C1C (stereo unspecified) | 8 | -1
O=C(Nc1ccc(F)cc1)c1ccc(C(=O)N2CCCC(O)C2)cc1 (stereo unspecified) | 4 | -2

Shown as labelled records: 3 of the compounds above
Cc1ccc(C(=O)OCC(=O)NCc2ccc3c(c2)OCO3)cc1S(=O)(=O)N1CCOCC1
  IDE cell activ: 0	IDE inh: 6

O=C(NOCc1ccccc1)c1ccccc1
  IDE cell activ: 3&3	IDE inh: 6

COc1ccc(C)cc1Cn1nnc2ccccc21
  IDE cell activ: 3	IDE inh: 7

Next entries follow.
SMILES | IDE cell activ | IDE inh
CCOC(=O)c1c(C)[nH]c(C(=O)OCC(=O)Nc2sc(C(=O)N(C)C)c(C)c2C(=O)OCC)c1C | -2 | 6
CCN(CC(=O)Nc1ccc2c(c1)OCCO2)C(=O)c1ccc(S(=O)(=O)N(C)C)cc1 | 4 | 6
COc1ccc(NC(=O)CN(C)C(=O)C2CC(=O)N(c3cccc4ccccc34)C2)cc1 (stereo unspecified) | 6 | -4
COc1ccc(C)cc1C1=CC(=O)C[C@H](c2ccc(F)cc2)C1 | 2 | 6
O=C(Nc1ccccc1)c1ccc(F)cc1F | 3 | 5
CCCCn1c(N)c(N(CCOC)C(=O)c2sc3cc(F)ccc3c2Cl)c(=O)[nH]c1=O | 2 | 3
COC(=O)[C@]1(C)N[C@H](CN(C)C(=O)Nc2ccc(C)cc2)[C@@H]2C(=O)N(Cc3ccccc3)C(=O)[C@@H]21 | -1 | 1
COCCNC(=O)c1ccc2c(c1)S(=O)(=O)c1cc(Cl)ccc1C2=O | 4 | 0
Cn1c(=O)cc(SCC(=O)N2CCN(C3CCCCC3)CC2)c2ccccc21 | -1 | 2
CCCCn1c(N)c(N(Cc2ccccc2OC)C(=O)c2cc(=O)[nH]c3ccccc23)c(=O)[nH]c1=O | 2 | -3
COc1ccccc1OCc1ccc(C(=O)NCC2CCCO2)cc1 (stereo unspecified) | -1 | 2
CC1CCCCN1C(=S)NC(=O)c1cc(Br)ccc1Cl (stereo unspecified) | 3 | -2
CC1CC(C)CN(C(=O)c2ccc3ccccc3c2)C1 (stereo unspecified) | 5 | -1
CCn1c(SCC(=O)N(C)C2CCCCC2)nc2cc(S(N)(=O)=O)ccc21 | 2 | -6
CC(C)(O[C@@H]1O[C@H](CO)[C@@H](O)[C@H](O)[C@H]1O)[C@@H]1CC=C(C(=O)O)CC1 | 0 | 2

As a working copy, part of the list above:
SMILES | IDE cell activ | IDE inh
CC1CN(C(=O)c2ccc(-c3ccccc3Cl)o2)CC(C)O1 (stereo unspecified) | 2 | 14
Cc1ccc(-n2c(C)nnc2SCC(=O)N(C)c2c(N)n(Cc3ccccc3)c(=O)[nH]c2=O)cc1 | 6 | -4
O=C(COC(=O)CN1C(=O)c2ccccc2C1=O)Nc1ccccc1[N+](=O)[O-] | 2 | -2
Cc1ccccc1NC(=O)COc1coc(CN2CCCc3ccccc32)cc1=O | 2 | 4
Cc1cc(S(=O)(=O)Nc2ccc(C(=O)NCc3ccncc3)cc2)ccc1F | 5 | 1
CNC(=O)c1ccsc1NC(=O)CS(=O)(=O)c1ccccc1 | 4 | 6
CCN(C(=O)Cn1cnc2c1c(=O)n(C)c(=O)n2C)C1CCS(=O)(=O)C1 (stereo unspecified) | 0 | -2

Screens: PubChem BioAssay, The Scripps Research Institute Molecular Screening Center
